Assay outcomes deposited in PubChem BioAssay by National Center for Advancing Translational Sciences (NCATS).
EPAC1 ag = agonists of human EPAC1 | Potency, µM (titrated, usually from 154 µM), for inactives: top-dose activation, actives largely listed as activators | EPAC1 agonist qHTS, biochemical assay; response scale: 100% = response to 6.5 mM cAMP | O95398 | AID 720707 | actives 0.073% (n = 360,000); also: potency is read from the fitted curve at half-maximal effect; nearly all actives have a fitted effect of over 60% in size
Target sequence (O95398 whole entry, looked up): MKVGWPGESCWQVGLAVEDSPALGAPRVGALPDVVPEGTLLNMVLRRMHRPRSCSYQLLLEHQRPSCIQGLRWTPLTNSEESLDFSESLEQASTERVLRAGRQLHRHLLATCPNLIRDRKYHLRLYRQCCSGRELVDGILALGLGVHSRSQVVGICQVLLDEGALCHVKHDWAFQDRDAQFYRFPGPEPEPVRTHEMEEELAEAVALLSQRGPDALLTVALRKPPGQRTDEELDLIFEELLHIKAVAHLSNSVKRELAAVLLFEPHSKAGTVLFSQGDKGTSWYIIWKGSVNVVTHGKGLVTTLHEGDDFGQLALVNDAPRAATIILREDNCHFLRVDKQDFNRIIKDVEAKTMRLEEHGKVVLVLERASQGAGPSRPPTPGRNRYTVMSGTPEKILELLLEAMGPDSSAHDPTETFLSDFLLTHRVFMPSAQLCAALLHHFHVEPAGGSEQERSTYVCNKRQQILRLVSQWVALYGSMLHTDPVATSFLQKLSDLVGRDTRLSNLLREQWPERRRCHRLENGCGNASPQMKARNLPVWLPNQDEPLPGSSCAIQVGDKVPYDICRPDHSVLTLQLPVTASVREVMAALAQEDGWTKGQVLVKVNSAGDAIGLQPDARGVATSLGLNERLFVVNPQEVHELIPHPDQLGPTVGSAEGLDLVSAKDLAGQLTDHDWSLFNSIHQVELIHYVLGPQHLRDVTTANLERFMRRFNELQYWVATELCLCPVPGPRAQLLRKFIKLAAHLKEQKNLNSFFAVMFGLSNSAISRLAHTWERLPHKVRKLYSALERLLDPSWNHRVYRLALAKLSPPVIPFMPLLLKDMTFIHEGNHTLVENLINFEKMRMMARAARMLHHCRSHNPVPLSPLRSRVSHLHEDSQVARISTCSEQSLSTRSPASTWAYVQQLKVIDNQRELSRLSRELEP
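Compounds were pinned as a concentration titration into mixtures of EPAC1 (100 nM), BODIPY-GDP-loaded Rap1B (250 nM) and GDP (50 uM). After 5 min at room temperature, fluorescence was followed for 30 min; activity was scaled to 6.5 mM cAMP.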
PLK1 PBD block = inhibitors of human PLK1 polo-box domain binding | P53350 | Plk1 PBD binding of FITC phosphopeptide, fluorescence polarization | Potency, µM, without a hit: max response, negative = inhibition, usual class: inhibitors | actives 2.8% (n = 360,000) | AID 720504; also: potency is read from the fitted curve at half-maximal effect; series mostly up to about 57 µM; % is scaled to controls: 0 for no effect and ±100 for the full control effect; nearly all actives have a fitted effect of over 65% in size
WRN inhibitor = WRN helicase (human) inhibition. Q14191. Potency, µM (top dose mostly 114 µM), without a hit: top-dose activity change, negative = inhibition, actives largely listed as inhibitors. WRN helicase unwinding, fluorescent forked duplex, kinetic. actives 0.46% (n = 360,000); also: potency is read from the fitted curve at half-maximal effect; % is scaled to controls: 0 for no effect and ±100 for the full control effect; nearly all actives have a fitted effect of over 55% in size
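Enzyme (20 nM final) and test compound sit together 15 min at room temperature before substrate addition. Substrate is a single-forked duplex oligonucleotide (100 nM) labelled with fluorophore and quencher, with 2 mM ATP; helicase unwinding raises red fluorescence, read kinetically.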
Mm-Cpn inhibitor = M. maripaludis TRiC chaperonin inhibition. purified Mm-Cpn ATPase, ADP Transcreener TR-FRET. Potency, µM (highest dose often 76.9 µM), for inactives: at the top dose activity, negative = inhibition, hits mostly inhibitors. actives 0.031% (n = 330,000). AID 504842; also: potency is read from the fitted curve at half-maximal effect; % is scaled to controls: 0 for no effect and ±100 for the full control effect; nearly all actives have a fitted effect of over 80% in size
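ATPase read-out: TR-FRET ADP immunoassay (anti-ADP Eu cryptate vs ADP-d2), ex 320 nm, em 590/665 nm; signal drops as ADP forms. Enzyme 25 nM, ATP 10 uM, 30 min at 37°C after 10 min compound preincubation.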
EPAC1 antagonist = blocks human EPAC1 exchange factor | O95398 | EPAC1 GEF assay, Rap1b-BODIPY-GDP exchange fluorescence | Potency, µM (titrated, usually from 115 µM), without a hit: at the top dose activity change, negative = inhibition, hits mostly inhibitors | actives 0.14% (n = 360,000);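 also: potency is read from the fitted curve at half-maximal effect; plate controls were vehicle for no effect and positive control for full effect; nearly all actives have a fitted effect of over 50% in size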
PI5P4K alpha inh = blocks human PI5P4K alpha kinase activity | P48426 | PI5P4Kalpha enzyme, ADP-Glo luminescence, 60 min; active compounds read low | max response, % | actives 1.2% (n = 330,000) | AID 652105; active = max response of -50% or lower; inconclusive = between -30% and -50%; inactive = -30% or higher; also: value at the top dose of about 77 µM; % is scaled to controls: 0 for no effect and ±100 for the full control effect
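qHTS, 1536-well: enzyme/substrate mix, compound by pin tool, 5 microM ATP final; RT 60 min; ADP-Glo reagents 1 (45 min) then 2 (30 min); luminescence.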
CCT modulator = modulators of cytosolic chaperonin (CCT/TRiC) activity. activity change, % (concentration not given with the values), hits read low. purified chaperonin ATPase assay, HTRF ADP detection, 30 min. AID 651819. actives 0.3% (n = 360,000); in the data active = activity change below about -30%; also: % is scaled to controls: 0 for no effect and ±100 for the full control effect
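Enzyme 40 or 20 nM (batch-dependent) in Tris pH 7.4/KCl/MgCl2/DTT; cpd 76 uM single point; ATP 10 uM; 30 min 37 °C; Transcreener ADP HTRF detection, 30 min RT; ratio 665/615.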
EPAC2 antagonist = antagonists of human EPAC2; Q8WZA2; Potency, µM (doses to about 114 µM), for the others: at the highest dose activity, negative = inhibition, most hits filed as inhibitors; EPAC2 GEF exchange of Rap1B-BODIPY-GDP, fluorescence; actives 0.18% (n = 360,000); also: potency is read from the fitted curve at half-maximal effect; % is scaled to controls: 0 for no effect and ±100 for the full control effect; nearly all actives have a fitted effect of over 45% in size; many of its hits are not listed in these tables
* = called active by the depositor; ? = inconclusive; . = no result given; [ ] = dose if it differs, or a comment. Unless noted, calls follow the shape of the dose curve; as a rule, active = well fitted curve in the direction sought with a large enough effect; inconclusive = small, poorly fitted or top-dose-only effect, or another doubt; inactive = no such curve, though single readings can be large; an effect the other way counts as inactive or inconclusive.

SMILES | EPAC1 ag | PLK1 PBD block | WRN inhibitor | Mm-Cpn inhibitor | EPAC1 antagonist | PI5P4K alpha inh | CCT modulator | EPAC2 antagonist
Cc1ccc(Cl)cc1N1CCN(S(=O)(=O)c2ccc3c(c2)oc(=O)n3C)CC1 | 13% | -5% | -6% | -1% | -2% | . | -2.4 | -1%
COCCN1CCN(Cc2nc(Cc3ccc(OC)c(OC)c3)no2)CC1 | 6% | 2% | 2% | -1% | 7% | 0 | 0.2 | 4%
CCS(=O)(=O)N1CCC(C(=O)O)CC1 | 7% | 4% | 5% | 4% | 4% | 2 | -2.0 | 8%
COc1ccc2c(-c3ccccc3)cc(SCC(=O)N(C)C)nc2c1 | 5% | 4% | -7% | 1% | -18% | 2 | -22 | -18%
CCCCSc1nn[nH]n1 | 6% | -2% | -3%[57.1 µM] | 0% | 0% | . | -4.1 | -3%
Cc1nnc(-c2ccco2)c2cn(-c3cccc(Br)c3)nc12 | -15% | -11% | -33% | -2% | ? | -19 | 0.6 | -1%
COc1ccc2nc(NNC(=O)c3cc(=O)c4ccccc4o3)sc2c1 | -8% | -12% | -9%[57.1 µM] | 0% | -4% | -76* | -0.6 | -7%
COc1ccc(OCCNS(=O)(=O)c2cccc([N+](=O)[O-])c2)cc1 | 0% | -1% | 2% | -1% | -2% | 8 | -4.1 | 1%
Cc1ccccc1CNC(=O)C1CCN(c2nnc(N3CCCC3=O)s2)CC1 | -2% | -12% | 3% | 1% | 10% | 2 | -2.9 | 1%
Cc1ccc(S(=O)(=O)NCc2ccccc2)cc1C(=O)NC1CCC(C)CC1 (configuration not stated) | -15% | -3% | 10% | -4% | 1% | 3 | -5.9 | -3%
Cc1[nH]n(-c2ccc([N+](=O)[O-])cc2)c(=O)c1C=NCC1CCCO1 (configuration not stated) | -1% | -3% | 6% | 0% | -14% | 1 | -0.5 | 0%
O=C(CN1CCN(Cc2ccc(F)cc2)CC1)Nc1nc2ccccc2s1 | -3% | -6% | 0% | 1% | -15% | 4 | -2.9 | 1%
Cc1cc(Br)ccc1Nc1nc(N)nc(N)c1N=O | 13% | -12% | ? | . | 2% | 0 | -2.3 | 2%
COc1ccc(C(=O)C2CCCN(Cc3cccn3-c3nccs3)C2)cc1OC (configuration not stated) | 2% | -8% | 0% | -1% | -16% | 4 | -3.1 | -4%
CCO[C@@H]1OC(C(=O)N2CCCCCCC2)=C[C@H](C2CCCCC2)[C@H]1CCCO | -8% | -8% | 0% | . | -2% | 1 | -4.2 | 6%
CC1(C)Cc2nc(Cl)c(C(N)=O)cc2CO1 | 6% | 5% | -3% | -1% | 7% | -2 | -2.6 | -12%
CCOC(=O)CSc1ccc2nnc(-c3cccnc3)n2n1 | -4% | -10% | -19% | 2% | -4% | -18 | -0.4 | -13%
CN(C)c1ccc(N=Nc2ccccc2C(=O)OCC(=O)NC2CCCC2)cc1 | 2% | 15% | -35% | -1% | ? | 1 | -1.8 | -11%
O=C(Nc1cccn2ncnc12)c1ccc(Cl)cc1 | -4% | -4% | 10% | -1% | 19% | 4 | -2.3 | 12%[57.1 µM]
O=C(NC1CCCCC1)C(c1ccc(F)cc1)N(CCCN1CCOCC1)C(=O)c1ccc(CN2CCOCC2)o1 (configuration not stated) | -9% | -14% | -17% | 0% | -7% | -5 | 2.8 | 6%

Marked active in PI5P4K alpha inh, of those listed so far:
SMILES | EPAC1 ag | PLK1 PBD block | WRN inhibitor | Mm-Cpn inhibitor | EPAC1 antagonist | PI5P4K alpha inh | CCT modulator | EPAC2 antagonist
COc1ccc2nc(NNC(=O)c3cc(=O)c4ccccc4o3)sc2c1 | -8% | -12% | -9%[57.1 µM] | 0% | -4% | -76* | -0.6 | -7%

Further entries.
SMILES | EPAC1 ag | PLK1 PBD block | WRN inhibitor | Mm-Cpn inhibitor | EPAC1 antagonist | PI5P4K alpha inh | CCT modulator | EPAC2 antagonist
Cc1nc(NC(=O)c2ccccc2)sc1-c1csc(NCc2ccco2)n1 | 0% | ? | -8% | -18% | 13% | . | -2.8 | 2%
O=C(CSc1ccc(C(F)(F)F)cc1[N+](=O)[O-])Nc1ccc2ccccc2c1 | -1% | -17% | -8% | -1% | -10% | 2 | -1.2 | -1%
CCC(Sc1ccc2nnc(-c3ccc(F)cc3)n2n1)C(=O)O (configuration not stated) | 8% | ? | -10% | ? | 16% | . | -3.0 | -2%
COc1ccc(S(=O)(=O)Nc2cc(C)c(O)c(S(=O)(=O)c3ccccc3)c2)cc1 | 8% | -9% | -16% | 0% | -3% | . | -2.0 | -2%
Cc1cc(F)ccc1C(O)c1ncc(-c2ccc3ccccc3c2)[nH]1 (configuration not stated) | -8% | -12% | -8% | . | -17% | 7 | -2.3 | -9%
CCOC(=O)c1cc(CC)sc1NC(=O)C1CC1 | -3% | -5% | 2% | -5% | -6% | . | -0.9 | -5%
CC1CN(S(=O)(=O)c2ccc(C(=O)Nc3ccccc3F)cc2)CC(C)O1 (configuration not stated) | 7% | -15% | -3% | 1% | -15% | 5 | 0.0 | -25%
O=C(N/N=C/c1sc(N2CCCCC2)nc1-c1cccs1)c1cccnc1 | -28% | -20% | -18% | -10% | 4% | 0 | -2.2 | -5%

By substructure: those above with bromine.
SMILES | EPAC1 ag | PLK1 PBD block | WRN inhibitor | Mm-Cpn inhibitor | EPAC1 antagonist | PI5P4K alpha inh | CCT modulator | EPAC2 antagonist
Cc1nnc(-c2ccco2)c2cn(-c3cccc(Br)c3)nc12 | -15% | -11% | -33% | -2% | ? | -19 | 0.6 | -1%
Cc1cc(Br)ccc1Nc1nc(N)nc(N)c1N=O | 13% | -12% | ? | . | 2% | 0 | -2.3 | 2%

An excerpt from above in order of their number in PI5P4K alpha inh, ascending:
SMILES | EPAC1 ag | PLK1 PBD block | WRN inhibitor | Mm-Cpn inhibitor | EPAC1 antagonist | PI5P4K alpha inh | CCT modulator | EPAC2 antagonist
O=C(N/N=C/c1sc(N2CCCCC2)nc1-c1cccs1)c1cccnc1 | -28% | -20% | -18% | -10% | 4% | 0 | -2.2 | -5%
O=C(CSc1ccc(C(F)(F)F)cc1[N+](=O)[O-])Nc1ccc2ccccc2c1 | -1% | -17% | -8% | -1% | -10% | 2 | -1.2 | -1%
CC1CN(S(=O)(=O)c2ccc(C(=O)Nc3ccccc3F)cc2)CC(C)O1 (configuration not stated) | 7% | -15% | -3% | 1% | -15% | 5 | 0.0 | -25%
Cc1cc(F)ccc1C(O)c1ncc(-c2ccc3ccccc3c2)[nH]1 (configuration not stated) | -8% | -12% | -8% | . | -17% | 7 | -2.3 | -9%

Gathered by group, the entries above containing a furan ring, fused or not.
SMILES | EPAC1 ag | PLK1 PBD block | WRN inhibitor | Mm-Cpn inhibitor | EPAC1 antagonist | PI5P4K alpha inh | CCT modulator | EPAC2 antagonist
Cc1nnc(-c2ccco2)c2cn(-c3cccc(Br)c3)nc12 | -15% | -11% | -33% | -2% | ? | -19 | 0.6 | -1%
O=C(NC1CCCCC1)C(c1ccc(F)cc1)N(CCCN1CCOCC1)C(=O)c1ccc(CN2CCOCC2)o1 (configuration not stated) | -9% | -14% | -17% | 0% | -7% | -5 | 2.8 | 6%
Cc1nc(NC(=O)c2ccccc2)sc1-c1csc(NCc2ccco2)n1 | 0% | ? | -8% | -18% | 13% | . | -2.8 | 2%

Not all compounds are listed; count on the stated rates, not on these rows.
